# Screening data: PubChem BioAssay, Broad Institute
# RAD54 inh: RAD54 (human) branch migration inhibition; actives 0.14% (n = 360,000); RAD54 Holliday junction branch migration, FAM/BHQ fluorescence; Q92698; inhibition, % at 10.4 µM;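 active means mean normalized replicate activity at least 40 and at least half of replicates scoring 40 or more; inconclusive means only one of the two criteria met; inactive means mean below 40 and under half of replicates reaching 40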;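 further: 0% = median of neutral control wells and 100% = median of positive control wells; inhibitors cause a drop in the FAM fluorescence signal; in these data hits start at about 50%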
# Target sequence (Q92698 whole entry, looked up): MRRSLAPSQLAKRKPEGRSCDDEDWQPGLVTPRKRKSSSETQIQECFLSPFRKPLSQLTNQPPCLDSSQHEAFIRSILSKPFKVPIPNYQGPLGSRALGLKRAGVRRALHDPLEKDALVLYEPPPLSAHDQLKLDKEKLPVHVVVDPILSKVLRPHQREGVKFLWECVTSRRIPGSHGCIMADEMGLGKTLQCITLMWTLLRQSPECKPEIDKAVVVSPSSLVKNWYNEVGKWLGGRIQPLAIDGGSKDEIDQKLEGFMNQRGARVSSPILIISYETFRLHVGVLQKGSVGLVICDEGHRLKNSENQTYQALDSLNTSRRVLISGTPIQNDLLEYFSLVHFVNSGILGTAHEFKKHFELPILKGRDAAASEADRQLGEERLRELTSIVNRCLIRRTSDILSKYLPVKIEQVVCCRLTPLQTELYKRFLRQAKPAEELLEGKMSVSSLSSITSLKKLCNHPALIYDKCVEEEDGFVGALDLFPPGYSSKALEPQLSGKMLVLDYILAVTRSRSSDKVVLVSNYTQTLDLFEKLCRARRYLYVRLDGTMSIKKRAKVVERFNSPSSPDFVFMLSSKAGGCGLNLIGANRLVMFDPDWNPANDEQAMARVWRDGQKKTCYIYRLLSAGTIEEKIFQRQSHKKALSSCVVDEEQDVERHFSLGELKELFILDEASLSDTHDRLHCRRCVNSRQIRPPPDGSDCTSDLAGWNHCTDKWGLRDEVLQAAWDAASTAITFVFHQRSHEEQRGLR
# Casp6 inh: caspase-6 (human) enzyme inhibition. P55212. inhibition, % at 12.5 µM. purified caspase-6, Z-VEID-R110 cleavage fluorescence. AID 686996. actives 0.53% (n = 350,000);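 active means mean inhibition across replicates at least about 35%, with every replicate also reaching that limit, limit read from the data; inconclusive means only one of the two criteria met; inactive means neither criterion met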;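 further: 0% = median of neutral control wells and 100% = no fluorescence left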
# Target sequence (P55212 24-179 limits assumed): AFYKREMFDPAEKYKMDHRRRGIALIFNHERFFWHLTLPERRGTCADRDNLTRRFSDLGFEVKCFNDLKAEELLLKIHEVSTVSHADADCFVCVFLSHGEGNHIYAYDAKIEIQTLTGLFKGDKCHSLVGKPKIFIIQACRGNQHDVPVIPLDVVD
# Target sequence (P55212 194-293 limits assumed): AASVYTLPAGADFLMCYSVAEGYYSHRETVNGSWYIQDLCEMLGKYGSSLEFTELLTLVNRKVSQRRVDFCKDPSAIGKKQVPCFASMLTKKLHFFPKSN
# CFTR F508del cor: correctors of CFTR F508del function in bronchial epithelial cells. CFBE cells, YFP halide quenching; stimulated with forskolin plus potentiator P3; % fluorescence drop versus neutral controls. activity (quench increase), % at 7.58 µM. actives 0.36% (n = 350,000). AID 720511;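 active means mean added fluorescence quench of at least 8% versus neutral control, with both replicates also reaching 8%; inconclusive means only one of the mean or replicate conditions met; inactive means mean below 8% and not both replicates reaching 8%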;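 further: cells transiently co-express mutant CFTR-F508del with the halide-sensitive YFP; corrector assay measuring rescue of mutant channel to the surface after 24 h compound exposure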
# RAD52 inh: inhibitors of human RAD52 DNA annealing; P43351; recombinant RAD52 DNA annealing, FRET fluorescence; inhibition, % at 18.7 µM; actives 0.46% (n = 360,000); AID 651710;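 active means every replicate showing at least 50% inhibition; inconclusive means mean inhibition at least 50% but not in every replicate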
# GSIS activator: GLuc luminescence reporter in INS-1E cells, primary screen for activators of glucose-dependent secretion of insulin | activation, % at 16.6 µM | INS-1E GLuc reporter insulin secretion, 2-3 h | actives 0.61% (n = 370,000) | AID 743287;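 active means lowest replicate activation of at least 40%, so every replicate reaches that level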;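 further: 0% = median of neutral control wells and 100% = median of IBMX positive control wells; some compounds called inactive have numbers as strong as hits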
# DENV2 CPE: DENV2-induced cell death inhibition | CPE inhibition, % at 9.99 µM | actives 1.7% (n = 350,000) | DENV2-infected cells, cytopathic effect rescue, plate reader; in the data active means CPE inhibition above about 20%, passing the limit was not always enough; inconclusive means no clear call, values can overlap the other calls; tested in BHK-21 cells;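 further: 0% = median of neutral control wells and 100% = median of positive control wells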
# Xi reactivation: reactivates the inactive X chromosome in mouse fibroblasts | actives 0.055% (n = 360,000) | XiGFP mouse fibroblasts, % GFP-positive cells imaging, 3 d; cells co-treated with 5-aza-dC sensitizer; scaled so ellipticine positive control = 100% | activation, % at 7.58 µM | AID 743238;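 active means mean normalized replicate activation at least 10% and every replicate at or above 10%; inconclusive means only one of the two criteria met; inactive means mean below 10% and not all replicates reach 10%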;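 further: 0% = median of on-plate neutral control wells and 100% = ellipticine 6 µM median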
#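 System: SV40-immortalized XiGFP fibroblast cells, line 68-5-11 / Incubation: 3-day compound exposure, then 15 min fixation at room temperature / Compound: single concentration per compound, delivered by pin transfer / Buffer or medium: DMEM plus 5-aza-dC sensitizer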
# E-selectin induc: E-selectin induction on HUVECs; AID 686992; activation, % at 7.58 µM; P16581; actives 0.37% (n = 260,000); HUVEC E-selectin immunofluorescence imaging; normalized: neutral wells 0, TNF-alpha wells 100;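 active means mean E-selectin-positive cell signal at least 10% of the positive control, reached in at least 60% of replicates, without over 20% cell loss; inconclusive means no rule given, readout overlaps actives, possibly toxicity-flagged; inactive means the rest, including those meeting only one limit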;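 further: in these data hits start at about 27%; measured in HUVEC primary endothelial cells; signal is the percent of cells scored E-selectin positive by PE staining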
#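 Test system: HUVEC | Signal: Immunofluorescence imaging | Read-out: Percent E-selectin-positive cells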
# An asterisk follows results filed as active; ? = inconclusive; / = no result given; & = joins results of further samples.
entry	canonical_smiles	RAD54 inh	Casp6 inh	CFTR F508del cor	RAD52 inh	GSIS activator	DENV2 CPE	Xi reactivation	E-selectin induc
1	CC(C)N1CC(C(=O)Nc2cccc([N+](=O)[O-])c2)CC1=O (centres undefined)	3	-1	-0.3	3	-7	8	0.0	0.3
2	COc1ccc(C(=O)NNC(=O)CCC(=O)NNC(=O)c2ccc(OC)cc2)cc1	/	1	0.6	-5	14	-2	-0.1	/
3	O=C(N[C@@H]1CC[C@@H](CCNS(=O)(=O)c2ccc(Cl)cc2)O[C@H]1CO)c1cccnc1	0	-1	-1.2	-18	18	-2	0.5	0.4
4	CC(C)CC#Cc1ccc([C@H]2[C@H](CO)N3C(=O)CN(C(=O)CN4CCOCC4)C[C@@H]23)cc1	/	/	-1.1	-3	2	8	0.4	0.4
5	C[C@@H]1CN([C@@H](C)CO)C(=O)Cc2cc(NS(=O)(=O)c3ccccc3)ccc2O[C@@H]1CN(C)Cc1ccccc1	-1	-1	2.0	9	14	-6	-1.0	-0.4
6	CCNC(=O)C1CCCN(C(=O)c2cccc(C#N)c2)CC1 (centres undefined)	11	6	-1.8	-3	5	8	0.2	-0.2
7	CCN1C(=O)[C@H]2[C@@H](c3ccc(C)cc3)N[C@]3(CCCN(Cc4ccc(F)cc4)C3=O)[C@H]2C1=O	3	3	2.7	-13	/	3	0.2	/
8	Cc1cc(NC(=O)CCC(=O)N(CC(=O)NCC2CCCO2)c2ccc(F)c(Cl)c2)no1 (centres undefined)	-4	0	-1.9	-11	13	3	0.1	/
9	O=C(COC(=O)CN1C(=O)NC2(CCCCC2)C1=O)Nc1cc(F)ccc1F	3	-3	1.8	-10	-15	3	0.1	-0.6
10	CSc1cccc(NC(=S)N2CCC(N(C)C3CCCC3)CC2)c1	-4	-14	1.2	-11	-36	16	-0.1	0.9
11	C/C=C/c1ccc2c(c1)O[C@@H](CN(C)C(=O)Nc1ccc(C(F)(F)F)cc1)[C@@H](C)CN([C@@H](C)CO)S2(=O)=O	-1	-1	2.9	13	-3	-2	-1.0	0.5
12	CCN(CC)S(=O)(=O)c1ccc(C(=O)NNC2=NS(=O)(=O)c3ccccc32)cc1	-1	-1	-3.0	-12	8	0	0.0	0.1
13	Fc1ccc(CSc2ccc3nnc(-c4cccnc4)n3n2)cc1	/	0	-3.5	-9	15	/	0.0	5.4
14	COc1ccccc1C/C(N)=N/OC(=O)COc1cccc2ccccc12	/	-1	-2.4	-13	3	5	/	/
15	Cc1nc2ccccc2n1C(=O)N(C)C	/	1	1.0	-4	-1	/	0.4	/
16	O=C(N/C(=C\c1ccccc1)C(=O)N1CCOCC1)c1ccco1	-3	-3	-0.7	-18	3	-4	0.0	2.6
17	C[C@@H]1CN([C@H](C)CO)C(=O)c2cc(NC(=O)Cc3cn(C)c4ccccc34)ccc2O[C@@H]1CN(C)Cc1ccc(C(=O)Nc2ccccc2N)cc1	4	1	-0.9	8	7	12	0.1	3.4
18	CN(C)C(=O)[C@H]1[C@H](CO)[C@H]2Cn3c(cccc3=O)[C@@H]1N2CC1CCOCC1	6	1	-3.4	-3	2	12	0.3	0.0
19	COc1cccc(/C=N/NC(=O)c2cnn(-c3ccccc3)c2N)c1	4	2	-3.4	0	1	7	0.1	0.0
20	Cc1ccc(C(=O)Nc2cccc(-c3ccc(N4CCOCC4)nn3)c2)cc1	7	14	-0.4	0	-2	-1	0.6	-0.6
21	O=C(O)c1ccc(-n2c(=O)c3ccccc3c3ccccc3c2=O)cc1	/	-6	0.5	-4	6	-12	0.1	/
22	CCCc1nc2c3ccccc3ccn2c1CC1CCCCC1	-10	-1	-6.5	-57	40	1	-0.1	1.9
23	Cc1ccc(-c2ccc(C3[C@H]4CNC[C@@H]3N4S(=O)(=O)c3ccccc3C)cc2)cc1 (some centres undefined)	/	0&0	0.6&-1.3	33&29	-14&12	7&-3	0.0&0.0	-0.1&0.0
24	C[C@@H]1CCCCO[C@H](CN(C)S(=O)(=O)c2ccccc2)[C@@H](C)CN([C@@H](C)CO)C(=O)c2cc(NC(=O)Cc3ccccc3)ccc2O1	-3	-3	0.8	-18	-37	-7	0.1	/
25	CC(C)C(=O)NC(=S)Nc1ccc(S(=O)(=O)N(C)C)cc1	/	2	/	-11	/	/	-0.5	-0.3
26	CN(C)C(=O)C[C@@H]1C=C[C@@H](NC(=O)c2ccc(F)cc2)[C@H](CO)O1	3	5	2.3	3	2	11	0.8	0.3
27	CCN(CC(=O)Nc1ccc(OC)cc1)C(=O)c1ccccc1Sc1ccccc1C#N	9	-222	3.4	-5	-22	-2	0.0	-0.2
28	Cc1ccccc1-c1ccc2c(c1)O[C@H](CN(C)Cc1ccncc1)[C@H](C)CN([C@H](C)CO)S2(=O)=O	1	2	0.2	9	-31	?	-0.3	-0.2
29	COc1ccc(-c2ccc3c(c2)O[C@H](CN(C)CC2CCOCC2)[C@H](C)CN([C@H](C)CO)S3(=O)=O)cc1	-1	-1	-0.7	0	18	-3	-0.7	-0.4
30	CCCN(C)C[C@H]1OCCCC[C@H](C)Oc2ccc(NC(=O)C3CCCCC3)cc2C(=O)N([C@H](C)CO)C[C@H]1C	2	6	-2.4	1	-8	-7	0.3	-0.2

# Arranged by value in Casp6 inh (rising): three from the list above.
no. | Structure | Casp6 inh
10 | CSc1cccc(NC(=S)N2CCC(N(C)C3CCCC3)CC2)c1 | -14
11 | C/C=C/c1ccc2c(c1)O[C@@H](CN(C)C(=O)Nc1ccc(C(F)(F)F)cc1)[C@@H](C)CN([C@@H](C)CO)S2(=O)=O | -1
25 | CC(C)C(=O)NC(=S)Nc1ccc(S(=O)(=O)N(C)C)cc1 | 2

# The list continues.
entry	canonical_smiles	RAD54 inh	Casp6 inh	CFTR F508del cor	RAD52 inh	GSIS activator	DENV2 CPE	Xi reactivation	E-selectin induc
31	Cc1ccc(CNC(=O)c2ccc(NS(=O)(=O)c3cccs3)cc2)cc1	-3	1	-2.4	-24	-10	-1	0.4	0.1
32	O=C(CC[C@H]1O[C@@H](n2ccc(=O)[nH]c2=O)[C@H](O)[C@@H]1O)NCCc1c[nH]c2ccccc12	0	3	-4.9	-14	3	-24	-0.1	0.1
33	CCc1ccc(S(=O)(=O)NCCOc2cccc3cccnc23)cc1	0	2	-2.2	-16	-18	-8	0.4	0.0
34	S=c1[nH]c2cnccc2n1Cc1ccccc1	1	0	1.3	-17	-4	-9	-0.1	0.8
35	CCCN(CC1CC1)C(=S)Nc1ccccc1F	1	0	-0.9	-15	-1	13	0.4	/
36	C[C@@H]1CN([C@H](C)CO)C(=O)c2cccc(NS(=O)(=O)c3ccc(F)cc3)c2O[C@@H]1CN(C)C(=O)Nc1cccc2ccccc12	-5	8	-0.9	-18	-3	-1	0.0	-0.1
37	CC(=O)Nc1ccc(NC(=O)CCCNC(=O)c2ccc(Cl)cc2)cc1	-3	/	-1.7	-12	11	-1	0.4	/
38	CC(=O)N(C)C[C@@H]1Oc2cc(-c3ccc(C#N)cc3)ccc2S(=O)(=O)N([C@H](C)CO)C[C@@H]1C	1	0	-1.7	14	20	-4	-1.1	-0.2
39	CCCC(=O)Nc1ccc2c(c1)C(=O)N(C)[C@H]1CC[C@H](CC(=O)NCCCN(C)C)O[C@H]1CO2	7	3	1.6	17	5	49*	-0.1	0.1
40	COc1ccccc1CN(C)CC(=O)Nc1ccc(Cl)cc1C(F)(F)F	/	-1	/	2	-33	4	0.1	-3.0
41	CCOc1ccc(C(C)=O)cc1CSc1nc(C)cc(C)n1	-9	3	1.3	-14	10	4	0.2	/
42	Cc1cc(Cl)ccc1-c1nc(NCc2ccccc2)nc2ccsc12	15	-2	1.2	-5	34	-1	-0.1	0.2
43	Cc1cccc(N=Nc2c(C)[nH]n(C(N)=S)c2=O)c1C	/	2	-2.6	-6	4	-1	0.0	/
44	CCCCN(C(=O)c1ccc([N+](=O)[O-])o1)c1c(N)n(CC(C)C)c(=O)[nH]c1=O	9	4	0.0	-14	20	2	-0.1	-0.3
45	COc1cccc(C(C)NC(=O)C2CCCO2)c1 (centres undefined)	0	-2	-3.3	-6	6	0	-0.1	/
46	CCc1ccc(-c2cnc3ccccc3n2)cc1NC(=O)CNC(=O)c1ccccc1	-2	-3	-1.8	-10	6	-4	0.0	/
47	NC(=O)CC(NC(=O)Cc1cccc2ccccc12)c1ccc(NCCOc2ccccc2)c([N+](=O)[O-])c1 (centres undefined)	-1	2	-2.7	-9	13	-3	0.0	0.3
48	N#Cc1ccccc1COC(=O)c1cc(=O)c2ccccc2o1	10	-3	5.2	-17	2	0	0.2	0.0
49	CC(=O)N1[C@@H](CO)[C@@H]2c3ccccc3N(S(=O)(=O)c3cccc(C)c3)C[C@@H]21	-2	0	-0.2	-14	2	1	0.6	0.7
50	O=C(COC(=O)/C=C/c1ccc(Cl)cc1)Nc1cccc(S(=O)(=O)NC2=NCCCCC2)c1	4	-1	-2.8	-12	-1	-8	0.2	-0.3
51	O=C(CNS(=O)(=O)c1ccc(Cl)cc1)N/N=C/c1ccco1	-2	0	-2.1	-3	-13	-9	0.0	11
52	Cc1cccnc1NC(=O)COc1ccc2c(c1)CCC2	-1	1	-2.6	0	3	2	-0.1	0.0

# 12 neighbouring compounds out of the list so far, quoted:
entry	canonical_smiles	RAD54 inh	Casp6 inh	CFTR F508del cor	RAD52 inh	GSIS activator	DENV2 CPE	Xi reactivation	E-selectin induc
31	Cc1ccc(CNC(=O)c2ccc(NS(=O)(=O)c3cccs3)cc2)cc1	-3	1	-2.4	-24	-10	-1	0.4	0.1
32	O=C(CC[C@H]1O[C@@H](n2ccc(=O)[nH]c2=O)[C@H](O)[C@@H]1O)NCCc1c[nH]c2ccccc12	0	3	-4.9	-14	3	-24	-0.1	0.1
33	CCc1ccc(S(=O)(=O)NCCOc2cccc3cccnc23)cc1	0	2	-2.2	-16	-18	-8	0.4	0.0
34	S=c1[nH]c2cnccc2n1Cc1ccccc1	1	0	1.3	-17	-4	-9	-0.1	0.8
35	CCCN(CC1CC1)C(=S)Nc1ccccc1F	1	0	-0.9	-15	-1	13	0.4	/
36	C[C@@H]1CN([C@H](C)CO)C(=O)c2cccc(NS(=O)(=O)c3ccc(F)cc3)c2O[C@@H]1CN(C)C(=O)Nc1cccc2ccccc12	-5	8	-0.9	-18	-3	-1	0.0	-0.1
37	CC(=O)Nc1ccc(NC(=O)CCCNC(=O)c2ccc(Cl)cc2)cc1	-3	/	-1.7	-12	11	-1	0.4	/
38	CC(=O)N(C)C[C@@H]1Oc2cc(-c3ccc(C#N)cc3)ccc2S(=O)(=O)N([C@H](C)CO)C[C@@H]1C	1	0	-1.7	14	20	-4	-1.1	-0.2
39	CCCC(=O)Nc1ccc2c(c1)C(=O)N(C)[C@H]1CC[C@H](CC(=O)NCCCN(C)C)O[C@H]1CO2	7	3	1.6	17	5	49*	-0.1	0.1
40	COc1ccccc1CN(C)CC(=O)Nc1ccc(Cl)cc1C(F)(F)F	/	-1	/	2	-33	4	0.1	-3.0
41	CCOc1ccc(C(C)=O)cc1CSc1nc(C)cc(C)n1	-9	3	1.3	-14	10	4	0.2	/
42	Cc1cc(Cl)ccc1-c1nc(NCc2ccccc2)nc2ccsc12	15	-2	1.2	-5	34	-1	-0.1	0.2
